DAX1 inh-1 – inhibitors of human orphan nuclear receptor DAX1 (NR0B1) | P51843 | HEK293 Gal4-DAX1 luciferase reporter, luminescence | inhibition, % at 6.75 µM | 340,000 tested, 0.99% active | AID 504766;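 active = inhibition above the mean over all tested compounds plus 3 SD, cut at about 4.2% in these data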;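 note: 0% = DAX1-transfected cells with DMSO and 100% = empty-vector control cells with DMSO; inhibition shows as a rise in luminescence from relieved DAX1 repression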
PLCb3 inh – blocks human PLC-beta3 enzyme activity; Q01970; Purified PLC-beta3, fluorogenic substrate, fluorescence; inhibition, % at 12.2 µM; 370,000 tested, 0.18% active; in the data active = inhibition above about 11%;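 note: 0% = median of compound wells on plate and 100% = full blocker control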
hgDAF-12 ag – agonists of H. glycines DAF-12 nuclear receptor. HEK293 GAL4-hgDAF12 UAS-luciferase reporter, agonist luminescence; normalized to butyrate control. activation, % at 6.8 µM. 370,000 tested, 1.8% active. AID 687014;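 active = activation above a cutoff set at the mean of all screened compounds plus 3 SD, cut at about 10% in these data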;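 note: 0% = DMSO wells and 100% = sodium butyrate wells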
sPLA2-III inh – Blocks human group III sPLA2 activity. AID 743126. Q9NZ20. inhibition, % at 12.2 µM. 370,000 tested, 0.56% active. QFRET BODIPY PC-A2 liposome hydrolysis, fluorescence;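 active = inhibition above mean plus 3 SD of compounds lying within the high and low control bounds, cut at about 19% in these data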;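 note: 0% = median of test compound wells and 100% = no enzyme DMSO wells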
Target sequence (Q9NZ20 whole entry, looked up): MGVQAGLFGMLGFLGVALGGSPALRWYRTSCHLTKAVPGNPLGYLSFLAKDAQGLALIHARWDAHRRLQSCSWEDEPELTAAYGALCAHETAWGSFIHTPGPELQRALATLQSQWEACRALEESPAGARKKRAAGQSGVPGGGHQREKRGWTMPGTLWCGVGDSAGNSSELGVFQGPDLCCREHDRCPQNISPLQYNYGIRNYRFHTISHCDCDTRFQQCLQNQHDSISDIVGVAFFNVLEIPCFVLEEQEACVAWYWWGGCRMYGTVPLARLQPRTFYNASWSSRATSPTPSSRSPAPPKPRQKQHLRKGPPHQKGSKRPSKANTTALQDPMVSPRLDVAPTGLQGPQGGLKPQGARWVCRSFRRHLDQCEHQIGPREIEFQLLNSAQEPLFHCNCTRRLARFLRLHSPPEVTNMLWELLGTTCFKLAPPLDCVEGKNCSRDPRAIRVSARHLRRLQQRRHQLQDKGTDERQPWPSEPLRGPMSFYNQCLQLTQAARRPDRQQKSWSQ
FXN GAA850 act – frataxin GAA850 promoter activation; HEK293 lucGAA850 FXN promoter luciferase reporter, 24 h; percent of 10 µM SAHA response; activation, % at 6 µM; 360,000 tested, 0.56% active;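 active = activation above the average of all compounds screened plus 3 SD, cutoff fixed separately per campaign, cut at about 7.5% in these data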;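 note: 0% = DMSO wells and 100% = 10 µM SAHA wells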
hcDAF-12 act – activators of H. contortus DAF-12 nuclear receptor | HEK293 hcDAF-12 lit1-tk-luc reporter, luminescence; 0% DMSO, 100% Δ7-dafachronic acid | activation, % at 6.8 µM | 370,000 tested, 1.4% active;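 active = activation above the mean of all tested compounds plus 3 SD, cut at about 5.5% in these data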;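 note: 100% = response to 3 µM Δ7-dafachronic acid high control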
DAX1 inh-2 – inhibitors of DAX1 repression of SF-1 activated StAR promoter. 370,000 tested, 1.1% active. inhibition, % at 6.8 µM. HEK293T StAR-luciferase reporter, SF-1/DAX-1 repression relief. AID 652010;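 active = inhibition above the mean over all tested compounds plus 3 SD, cut at about 3.6% in these data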;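 note: 0% = DAX-1 cells with DMSO and 100% = cells lacking DAX-1 with DMSO; higher inhibition means more luminescence from relief of DAX-1 repression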
ADAM17 inh – ADAM17 inhibition, QFRET primary screen. P78536. recombinant ADAM17, EDANS/DABCYL FRET peptide cleavage. inhibition, % at 6.95 µM. 370,000 tested, 0.83% active. AID 720648;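 active = inhibition above the mean of compounds lying between control limits plus 3 SD, set per campaign, cut at about 8.5% in these data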;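 note: 0% = DMSO-only wells as the low control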
Target sequence (P78536 215-824 limits assumed): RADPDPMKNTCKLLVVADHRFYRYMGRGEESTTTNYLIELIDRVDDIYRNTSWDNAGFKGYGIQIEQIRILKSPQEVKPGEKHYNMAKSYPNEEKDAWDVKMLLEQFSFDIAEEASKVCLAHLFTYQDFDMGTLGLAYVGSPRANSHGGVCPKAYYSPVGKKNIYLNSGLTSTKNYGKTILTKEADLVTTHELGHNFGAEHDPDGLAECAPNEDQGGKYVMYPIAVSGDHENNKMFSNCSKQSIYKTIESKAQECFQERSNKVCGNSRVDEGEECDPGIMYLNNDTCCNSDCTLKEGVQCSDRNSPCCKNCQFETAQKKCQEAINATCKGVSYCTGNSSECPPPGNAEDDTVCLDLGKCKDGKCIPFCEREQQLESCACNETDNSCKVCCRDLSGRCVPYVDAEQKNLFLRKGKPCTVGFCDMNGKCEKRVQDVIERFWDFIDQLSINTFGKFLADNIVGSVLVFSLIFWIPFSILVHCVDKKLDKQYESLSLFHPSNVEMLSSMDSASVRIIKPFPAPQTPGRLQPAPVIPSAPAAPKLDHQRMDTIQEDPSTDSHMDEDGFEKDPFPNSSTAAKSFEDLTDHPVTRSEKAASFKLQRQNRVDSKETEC
ADAM10 inh – inhibitors of human ADAM10. O14672. recombinant ADAM10, EDANS/DABCYL FRET peptide cleavage, 3 h. inhibition, % at 7 µM. 370,000 tested, 0.62% active. AID 720582;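 active = inhibition above a per-campaign cutoff equal to the mean of compounds falling between control-based bounds plus 3 SD, cut at about 20% in these data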;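 note: 0% = DMSO wells while the 100% control is not disclosed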
PLC-gamma1 inh – PLC-gamma1 (human) inhibition, primary screen | inhibition, % at 12.2 µM | 370,000 tested, 0.84% active | purified PLC-gamma1, fluorogenic substrate, fluorescence; in the data active = inhibition above about 9.5%
ssDAF12 agonist – S. stercoralis DAF-12 activation, primary screen; HEK293 ssDAF-12/GRIP1 lit1-tk-luc reporter, luminescence; % of 3 µM dafachronic acid response; activation, % at 6.8 µM; 370,000 tested, 1% active;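 active = activation above the mean over all tested compounds plus 3 SD, cut at about 0.9% in these data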;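 note: 0% = DMSO-only wells and 100% = 3 µM delta7-dafachronic acid wells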
The depositor's hits bear a star; i = inactive; x = no result given. Random draw from the library; any-hit rate near 6.9%.

SMILES | DAX1 inh-1 | PLCb3 inh | hgDAF-12 ag | sPLA2-III inh | FXN GAA850 act | hcDAF-12 act | DAX1 inh-2 | ADAM17 inh | ADAM10 inh | PLC-gamma1 inh | ssDAF12 agonist
CC(C)N(c1nnc(N)s1)C(C)C | 5.0* | 1 | -0.2 | -1 | 0.1 | 2.5 | -0.8 | 3 | -6 | 0 | -0.4
COc1ccc(NC(=O)NNC(=O)c2ccccc2-n2cccc2)cc1OC | 0.5 | -2 | -0.1 | -3 | 0.6 | -0.9 | 0.5 | 0 | 1 | -4 | -1.7
O=C(COC(=O)c1ccc2ccccc2c1)NCCCc1ccccc1 | -0.3 | -4 | -2.9 | 3 | 0.5 | -1.9 | -0.6 | -1 | -9 | 1 | -1.0
Cc1cccc(NC(=O)CCc2ccccc2)c1C | -0.1 | 4 | -0.3 | 1 | 0.9 | -0.3 | -0.3 | 3 | 4 | 12* | -1.3
CN1CCN(C2Cc3cc(F)ccc3Sc3ccc(Cl)cc32)CC1 (configuration not stated) | 2.2 | -3 | 1.1 | -22 | -1.8 | -0.2 | -0.5 | 0 | -1 | 3 | -1.1
O=S(=O)(c1ccccc1)N1CCC(O)(CSc2ccc(Cl)cc2)CC1 | -3.6 | 2 | -7.5 | -6 | -2.1 | -4.2 | -3.0 | -1 | -7 | -1 | -2.6
O=C1OC[C@H]2CCCN2C(=O)[C@@H](CC(=O)N(CCO)Cc2ccccc2)C/C=C\C[C@H]1Cc1ccc(F)cc1 | 2.5 | 4 | -3.0 | -8 | -1.6 | 0.0 | -1.5 | 3 | -2 | 6 | -1.6
O=C(CSCc1ccccc1)N1CCN(S(=O)(=O)c2ccc(F)cc2)CC1 | 0.8 | -3 | -0.6 | 0 | 2.0 | 0.1 | 2.5 | 0 | 3 | 2 | -0.6
CC1(c2nnc(-c3ccncc3)o2)CC(c2cccnc2)=NO1 (configuration not stated) | 0.9 | -2 | 3.7 | 6 | 1.3 | -0.9 | 0.0 | -5 | -17 | -4 | -1.0
CCOc1ccccc1NC(=O)CSc1nc(N)c(C#N)cc1C#N | -0.1 | -3 | 1.2 | 5 | 3.4 | -1.3 | -0.7 | -2 | 3 | 3 | -1.6
Cc1cc(C)c(C)c(S(=O)(=O)Nc2cccc(S(=O)(=O)Nc3ccccc3C(=O)O)c2)c1C | -1.5 | -5 | 2.4 | -63 | 2.5 | -0.6 | -0.4 | -1 | -9 | 1 | -1.1
CCC(=O)Nc1ccc(NC(=O)c2ccc3ccccc3c2)cc1 | 1.4 | -9 | -0.1 | -1 | -1.1 | -1.5 | 0.0 | 3 | 8 | -4 | -1.8
OC(CNCc1ccccc1)(c1ccc(F)cc1)c1ccc(F)cc1 | 1.3 | 4 | -0.6 | -1 | -2.0 | -1.1 | -0.3 | 1 | 4 | 2 | -1.2
COc1ccc(-c2cc(-c3nnc4sc(Cc5cccs5)nn34)[nH]n2)cc1 | x | -1 | -1.6 | -33 | x | -3.2 | -1.2 | -2 | -1 | 1 | -1.9
C#CCOCCOCCOCCNc1nc(N2CCN(C(=O)CCCCCCCCCCNC(=O)Cn3cc(C[C@@H](C)O)nn3)CC2)nc(N2CCN(C(=O)CCCCCCCCCCNC(=O)Cn3cc(C[C@@H](C)O)nn3)CC2)n1 | -0.4 | 1 | -1.6 | -17 | -0.9 | -1.3 | 0.2 | -3 | 4 | -2 | -0.6
COCCNC(=S)N1CCN(S(C)(=O)=O)CC1 | 0.9 | -1 | 3.4 | 6 | 2.8 | 0.1 | 0.6 | -3 | -7 | -2 | -1.8
CCN(CC)CCNC(=O)COc1ccc(Cl)cc1Cl | 1.1 | 1 | -1.3 | 0 | 1.9 | -1.1 | 0.3 | -4 | -4 | 1 | -1.4
Fc1ccc(-n2c(Cc3ccccc3)nnc2SCc2nc(-c3cccs3)no2)cc1 | -1.9 | -1 | -2.9 | -23 | -1.9 | -0.8 | -0.5 | -1 | 11 | 2 | -1.4
C=CCn1c(C(CCCC)CC(C)O)n[nH]c1=S (configuration not stated) | -0.2 | -1 | -1.1 | 18 | 0.7 | -2.5 | 0.3 | 0 | -4 | 2 | -0.6
Cn1/c(=N\NC(=O)c2ccccc2Cl)sc2ccccc21 | 1.8 | 1 | 12* | 2 | 8.1* | 1.0 | 1.3 | -3 | -5 | 1 | -1.1
Cc1ccc(-n2nnnc2SCC(=O)NC2CCCc3ccccc32)c(C)c1 (configuration not stated) | -1.4 | 3 | -1.5 | -6 | 0.4 | -2.5 | -0.9 | 4 | 13 | 3 | -1.9
C/C(=N\NC(=O)CN1CCN(Cc2ccccc2)CC1)c1ccncc1 | -1.2 | -6 | -0.1 | 1 | -0.2 | 0.4 | 0.3 | -2 | -6 | 0 | -0.6
COc1ccc(N/C(N)=N/c2nc(C)c(Cc3ccccc3)c(=O)[nH]2)cc1 | 0.7 | -5 | -2.1 | 1 | 1.7 | -1.0 | 0.4 | -2 | 6 | 1 | -1.4
CCNC(=O)N(C)c1c(CC)nc2ccc(C(=O)N3CCN(S(=O)(=O)CC)CC3)cn12 | x | -10 | 0.6 | 12 | 0.0 | 0.1 | -0.1 | 0 | -18 | 0 | -0.8
COc1ccc(NC(=O)C2CCN(C(=O)Cc3ccccc3)CC2)cc1OC | -0.6 | -4 | 2.9 | 1 | 1.8 | -2.2 | -0.5 | -2 | -8 | -1 | -1.7

More compounds follow.
SMILES | DAX1 inh-1 | PLCb3 inh | hgDAF-12 ag | sPLA2-III inh | FXN GAA850 act | hcDAF-12 act | DAX1 inh-2 | ADAM17 inh | ADAM10 inh | PLC-gamma1 inh | ssDAF12 agonist
N#CC(c1ccccc1)c1ccc([N+](=O)[O-])cc1 (configuration not stated) | x | 0 | 1.2 | -3 | x | -2.1 | -1.2 | 0 | 2 | 0 | -1.0
CCS(=O)(=O)c1ccc(C=NNc2nc3ccccc3o2)cc1 | 2.4 | -52 | 21* | -10 | 3.3 | 4.0 | 3.5 | 0 | -4 | -44 | 0.1
CCOc1ccc(CCNS(=O)(=O)c2c(C)n[nH]c2C)cc1OCC | 0.8 | 3 | -2.6 | 2 | 1.1 | 0.4 | 0.0 | 1 | 8 | 1 | -1.0
Cn1c(=O)c2cc(S(=O)(=O)NCCC(=O)NCc3ccccc3Cl)ccc2n(C)c1=O | 0.2 | -2 | 8.6 | -1 | 0.9 | 0.1 | -1.4 | -5 | -5 | 1 | -2.0
O=C(/C=C/c1c(Cl)nc2ccccn12)N1CCN(c2ccc(F)cc2)CC1 | -1.7 | -1 | -1.1 | 4 | 0.6 | -3.7 | -1.1 | -2 | -9 | -2 | -1.9
Cc1ccc(NC(=O)/C(C#N)=C/c2ccccc2C(F)(F)F)cc1 | -0.5 | 0 | 4.5 | -25 | 1.0 | 1.1 | -0.1 | -1 | -5 | 0 | 0.1
Cc1ccccc1-c1nc(CN2CCC(C(=O)NCCCN3CCCC3)CC2)c(C)o1 | 0.9 | -20 | 0.9 | 1 | -0.2 | -1.7 | 0.4 | -1 | -5 | -5 | -1.3
O=C(NCc1ccco1)c1ccc2c(c1)OCCO2 | 0.7 | -7 | 3.5 | -1 | 3.5 | -1.3 | 1.7 | 2 | -8 | 2 | -0.4
COc1ccc(-c2ccnc3cc(C(=O)O)nn23)cc1 | 1.1 | i | -3.1 | 7 | -0.3 | -0.8 | -0.5 | -142 | -414 | i | -0.9
CCOC(=O)c1c(CN2CCN(C)CC2)oc2ccc(O)cc12 | 1.1 | 4 | 0.9 | 9 | 0.6 | 0.4 | 0.4 | -3 | -5 | 1 | -0.6
O=C(CSc1nnc(Cc2csc(Nc3cccc(Cl)c3)n2)o1)N1CCc2ccccc21 | -0.1 | -1 | 1.2 | -7 | 1.4 | 0.0 | 0.4 | 3 | 11 | -1 | -1.4
COc1cccc(CNc2ccc3[nH]c(=O)[nH]c3c2)c1OCc1ccc(F)cc1 | -0.7 | -16 | -4.3 | 10 | 2.7 | -1.5 | -0.8 | -14 | -36 | -7 | -2.0
CC(C)NC(=O)CCc1nc2cccnc2n1-c1ccccc1 | 0.2 | -4 | -1.9 | -1 | 0.9 | 1.8 | -0.5 | -3 | 6 | 5 | -1.6
O=C(N/N=C/c1cccc(F)c1)c1c(O)c2c([nH]c1=O)CCCC2 | 0.1 | 12* | 3.2 | 4 | 5.0 | -0.4 | 0.6 | 4 | 5 | 6 | -0.8
Oc1c(Br)cc(Br)cc1CNc1cnc2ccccc2c1 | 0.2 | -58 | 1.5 | -17 | 2.9 | 1.1 | -0.2 | -76 | -168 | -39 | -0.3
COc1ccccc1NC(=O)NCCN1C(=O)C2C3C=CC(C3)C2C1=O (configuration not stated) | 2.7 | 6 | -0.6 | 2 | -2.1 | 2.1 | 1.3 | -1 | 6 | 4 | -0.9
CCOC(=O)c1[nH]c2ccccc2c1NC(=O)c1ccc(S(=O)(=O)N(C)C)cc1 | -0.7 | -3 | 2.0 | -6 | -2.3 | 0.1 | -0.9 | 0 | -11 | -2 | 0.4
O=C(NNc1ccc(Cl)cc1)C1CCC1 | -1.1 | -3 | -0.8 | 8 | 1.7 | 0.4 | 0.6 | -2 | -5 | 1 | -0.7
Brc1ccccc1OCCNCc1ccccc1 | 0.1 | -2 | 5.1 | 0 | 0.9 | -1.8 | 0.1 | -1 | -1 | 3 | -0.9
O=C(NCCc1ccccc1)c1cnc2ccccc2n1 | 1.4 | -4 | 13* | 2 | 5.2 | 5.2 | 1.5 | 0 | -1 | -3 | -0.3
Cc1c(NC(=O)c2cc3nc(-c4ccccc4)cc(C)n3n2)c(=O)n(-c2ccccc2)n1C | 0.8 | -122 | 1.3 | 5 | 1.7 | -1.8 | 1.5 | -21 | -52 | -108 | -1.1
Cc1ccc(C)c(OCc2cc(C(=O)NC3CCN(Cc4ccccc4)CC3)no2)c1 | -1.0 | -7 | -4.2 | -12 | -1.1 | -3.1 | -0.9 | 6 | 8 | 0 | -1.8
COc1ccccc1CCNC(=O)c1ccc(Br)s1 | -0.4 | -4 | 1.4 | 11 | 3.2 | -1.2 | -1.2 | -5 | -4 | 6 | -1.0
CC(C)CCCN1CCN=C1Nc1ccccc1 | 0.5 | 1 | -0.7 | -4 | 0.9 | -2.2 | 0.4 | -1 | -3 | 2 | -0.9
Cc1ccc(NC(=O)CN2C(=O)N/C(=C/c3ccc(C)o3)C2=O)cc1 | 0.5 | -26 | -1.8 | -8 | 0.4 | -3.2 | 0.3 | 1 | 2 | -21 | -0.5
Cc1ccc(S(=O)(=O)NCCC(=O)NCC(c2cccs2)N(C)C)cc1C (configuration not stated) | 0.4 | -5 | 1.8 | -4 | -1.2 | 0.9 | 1.4 | 1 | -7 | 0 | 0.1
COc1cc(OC)c(NS(=O)(=O)c2ccc3c(c2)NC(=O)CO3)cc1Cl | 0.7 | -3 | 0.6 | -6 | 0.6 | -0.5 | -0.5 | -3 | -5 | 0 | -0.8
COc1ccc(N2CCN(C(=O)CSc3nnc(C)c(=O)[nH]3)CC2)cc1 | -0.7 | 0 | -1.1 | -1 | -0.3 | 0.5 | 0.0 | 0 | 1 | -2 | -0.8
